GAA glycogen mod – alters human alpha-glucosidase cleavage of glycogen | Potency, µM (highest dose often 76.4 µM), for the others: at the top dose activity change, negative = inhibition, usual class: inhibitors | AID 2100 | recombinant GAA, glycogen substrate, Amplex Red glucose oxidase fluorescence | 300,000 tested, 0.38% active; active = well fitted inhibition curve with a large enough effect; inconclusive = small, poorly fitted or top-dose-only effect, or another doubt; inactive = no such curve, though single readings can be large or run the other way;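 also: 0% = full enzyme reaction and -100% = no-enzyme basal signal; the screen sought inhibitors and activators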
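Natural-substrate format: glycogen cleavage by 4 nM human enzyme, glucose read by Amplex Red coupling (Ex 573, Em 610 nm). Normalized to enzyme and no-enzyme controls.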
* = called active by the depositor; u = inconclusive; [ ] = another dose, or the depositor's remark. Potency is read from the fitted curve at half-maximal effect. A portion of the library. The share of hits here may be higher or lower than overall.

compound	GAA glycogen mod
Cc1ccc(NC(=O)/C=C/c2ccccc2Cl)cc1Cl	-5%[76.3 µM]
Cc1ccc(O)c(NC(=O)c2ccc3c(c2)C(=O)N(Cc2cccnc2)C3=O)c1	-15%[76.3 µM]
Cc1cc2nc(-c3ccc(OCc4ccccc4C)cc3)cc(C(F)(F)F)n2n1	-1%[76.3 µM]
CC(C)(O)CC[C@@H](O)[C@](C)(O)[C@H]1CC[C@@]2(O)C3=CC(=O)[C@@H]4C[C@@H](O)[C@@H](O)C[C@]4(C)[C@H]3CC[C@]12C	1%
COc1ccccc1CN(CC(=O)NCc1ccc(F)cc1)C(=O)c1csnn1	2%[76.3 µM]
Cc1cc(OC(=O)c2cccc(F)c2)c([N+](=O)[O-])c(=O)[nH]1	-4%[76.3 µM]
CCc1ccccc1N(CC(=O)NCCc1ccccc1)C(=O)CCC(=O)Nc1ccccn1	-3%
Cc1ccc2oc(C(=O)N(Cc3ccc(N(C)C)cc3)CC3CCCO3)c(C)c2c1 (stereo not drawn)	-18%[76.3 µM]
CSc1nc(Nc2ccc(C)cc2)c(C#N)c(-c2ccccc2)n1	6%[76.3 µM]
Cc1ccc(CS(=O)Cc2ccc(C(=O)NCC(C)c3ccccc3)o2)cc1 (stereo not drawn)	-3%[76.3 µM]
CCOCCc1nnc(NC(=O)C(=O)c2cc(C)n(-c3ccc(Cl)cc3)c2C)s1	-10%[76.3 µM]
COC(=O)c1c(NC(=O)CCCOc2ccc(C(C)(C)C)cc2)sc2c1CCC(C)C2 (stereo not drawn)	6%[76.3 µM]
COc1ccc(OC)c(/C=C(/C#N)c2nc(-c3ccc(-c4ccccc4)cc3)cs2)c1	-13%[76.3 µM]
CCN1CCN(S(=O)(=O)c2ccc(C(=O)Nc3sc4c(c3C(N)=O)CCN(CC)C4)cc2)CC1	-4%[76.3 µM]
COCCNC(=O)c1ccc(CS(=O)(=O)c2cccc(C(F)(F)F)c2)o1	1%
COC(=O)c1ccc(C(=O)N2CCCC(Nc3ccc(F)c(F)c3)C2)cc1 (stereo not drawn)	-15%[76.3 µM]
COc1cccc(NC(=O)CSc2cc(C)c3ccccc3n2)c1	-7%[76.3 µM]
Cc1ccc(-c2nnc(Nc3cccc(Cl)c3)c3ccccc23)cc1S(=O)(=O)N1CCCCC1	-6%[76.3 µM]
CC(C)C1Nc2ccc(C(=O)NCc3ccco3)cc2NC1=O (stereo not drawn)	-6%
O=C(O)c1cccc(S(=O)(=O)Nc2cccc3ccccc23)c1	-4%
CCCCNC(=O)Nc1ccc2c(c1)N(C)C(=O)c1ccccc1S2	-8%
COc1ccc(OC)c(NC(=O)c2nc(SCc3ccc(F)cc3)ncc2Cl)c1	-3%[76.3 µM]
COc1ccccc1Nc1nc2ccc(C)cc2n2cnnc12	-12%
CN(Cc1cccnc1)C(=O)c1cc(COc2ccc3c(c2)CCCC3)on1	-7%[76.3 µM]
O=C(CCc1nnc2n(Cc3ccccc3Cl)c(=O)c3ccccc3n12)Nc1ccccc1	7%[76.3 µM]
Cc1ccc(S(=O)(=O)Nc2ccc3c(c2)c(C(=O)OC(C)C)c(C)n3S(=O)(=O)c2ccc(C)cc2)cc1	-8%[76.3 µM]
O=C(O)C1C2C=CC(C2)C1C(=O)NCc1cccc(Cl)c1 (stereo not drawn)	-2%[76.3 µM]
Cc1cc(C)c(NS(=O)(=O)c2ccc3c(c2)n(C)c(=O)n3C)c(C)c1	3%
COc1ccccc1/C=C(\C#N)C(=O)NCC1CCCO1 (stereo not drawn)	-12%[76.3 µM]
CCOC(=O)C1(Cc2cccc(Cl)c2)CCCN(C(=O)c2occc2C)C1 (stereo not drawn)	-4%[76.3 µM]
COc1ccc(/C=C/C(=O)Nc2ccc(Cl)c(Cl)c2)cc1OC	6%[76.3 µM]
Cc1cccc(C)c1Nc1nc2ccccc2nc1NS(=O)(=O)c1ccccc1	-5%[76.3 µM]
O=C(O)C1CCCN1C(=O)C12CC3CC(CC(C3)C1)C2 (stereo not drawn)	-7%[76.3 µM]
COc1ccc(-c2nc3ccccc3n3c(-c4cccc(C)c4)c4c(=O)n(C)c(=O)n(C)c4c23)cc1	3%[76.3 µM]
COc1ccc(C(=O)CC2(O)C(=O)N(Cc3ccccc3Cl)c3ccccc32)cc1 (stereo not drawn)	-3%[76.3 µM]
CCC(C(=O)NCCc1c[nH]c2cc(OC)ccc12)c1ccccc1 (stereo not drawn)	3%
CCc1ccc(CNC(=O)c2ccc(OC)c(OC3CCN(C(C)C)CC3)c2)nc1	-6%[76.3 µM]
Cc1ccc2oc3c(c(=O)c2c1)C(c1ccccc1F)N(c1ccccn1)C3=O (stereo not drawn)	15%[76.3 µM]
CC1CCC(NC(=O)CCCCn2c(=O)[nH]c3ccsc3c2=O)CC1 (stereo not drawn)	2%
Cc1sc(-n2cccc2)c(C(C)NC(=O)Nc2cccc(C(F)(F)F)c2)c1C (stereo not drawn)	-11%[76.3 µM]
COc1ccc(-c2cc(C3CCNCC3)[nH]n2)cc1	1%
O=C(O)c1ccc2c(=O)n3c(nc2c1)/C(=C/c1ccccc1Br)CC3	0%
COc1ccc(-c2cnn3cc(-c4cccc(Cl)c4)cnc23)cc1	4%
COc1ccc(CCNC(=O)Cc2ccsc2)cc1	0%[76.3 µM]
O=C(CCc1nc(-c2ccccc2Cl)no1)NC1CCCCC1	-2%
CCOCCCNC(=O)c1[nH]c2cc(OC)ccc2c1Sc1ccccc1	13%[76.3 µM]
COC(=O)c1c(NC(C)=O)sc(C(=O)N2CCOCC2)c1C	4%
COc1ccccc1OCC(O)CN1CCOCC1 (stereo not drawn)	15%[76.3 µM]
CCCCOc1ccc(C2C(C(=O)c3cccs3)=C(O)C(=O)N2CCN2CCOCC2)cc1 (stereo not drawn)	13%[76.3 µM]
Cc1oc(-c2ccccc2Cl)nc1CS(=O)(=O)CC(=O)NC1CCCC1	-14%[76.3 µM]
COc1ccc2c(c1)sc1ncc(C(=O)NCc3ccc(Cl)cc3)c(=O)n12	12%[76.3 µM]
O=C(Nc1nnc(-c2ccc(F)cc2)s1)c1ccco1	-8%
Cc1ccc(CN2CCSc3ccc(C(=O)NCC(C)c4ccccc4)cc32)cc1 (stereo not drawn)	-14%[76.3 µM]
Cc1ccc(NC(=O)[C@@H](c2ccccc2)N2Cc3ccccc3C2=O)cc1F	1%[76.3 µM]
O=C(COc1ccc(NC(=O)c2ccccc2)cc1)c1ccccc1	-1%[76.3 µM]
O=C(CCCCCBr)N1CCC(CC2CC(c3ccc(Cl)cc3)=NO2)(C(=O)NCC2CCCCC2)CC1 (stereo not drawn)	13%[76.3 µM]

Quoted at random: 7 entries already listed
compound	GAA glycogen mod
CCCCOc1ccc(C2C(C(=O)c3cccs3)=C(O)C(=O)N2CCN2CCOCC2)cc1 (stereo not drawn)	13%[76.3 µM]
Cc1oc(-c2ccccc2Cl)nc1CS(=O)(=O)CC(=O)NC1CCCC1	-14%[76.3 µM]
O=C(CCCCCBr)N1CCC(CC2CC(c3ccc(Cl)cc3)=NO2)(C(=O)NCC2CCCCC2)CC1 (stereo not drawn)	13%[76.3 µM]
Cc1ccc(NC(=O)[C@@H](c2ccccc2)N2Cc3ccccc3C2=O)cc1F	1%[76.3 µM]
O=C(COc1ccc(NC(=O)c2ccccc2)cc1)c1ccccc1	-1%[76.3 µM]
COc1ccc2c(c1)sc1ncc(C(=O)NCc3ccc(Cl)cc3)c(=O)n12	12%[76.3 µM]
Cc1ccc(CN2CCSc3ccc(C(=O)NCC(C)c4ccccc4)cc32)cc1 (stereo not drawn)	-14%[76.3 µM]

Additional structures:
compound	GAA glycogen mod
COc1ccc(N2CCN(C3CCCN(Cc4cccc(OC)c4)C3)CC2)cc1 (stereo not drawn)	-17%[76.3 µM]
CN1/C(=C\C(=O)c2cccc([N+](=O)[O-])c2)Sc2ccccc21	7%
COc1ccc(S(=O)(=O)N2CCCC(C(=O)NCC3CCCO3)C2)cc1OC (stereo not drawn)	14%[76.3 µM]
CCOc1ccc2nc(NC(=O)c3cc(=O)c4cc(C)cc(C)c4o3)sc2c1	-2%[76.3 µM]
COc1ccccc1-c1nnc(SCC(=O)NC2CCCCC2)n1C	u
Cc1ccc(C)c(NC(=O)Cn2cc(S(=O)(=O)Cc3cccc(Cl)c3)c3ccccc32)c1	13%[76.3 µM]
CCN(CC)S(=O)(=O)c1cc(C(=O)Nc2cc(C)on2)c(Cl)cc1Cl	1%[76.3 µM]
Cc1ccc(NC(=O)COc2ccccc2)cc1Cl	0%[76.3 µM]
Cc1ccccc1C(=O)Nc1nc2c(s1)CC(C(C)(C)C)CC2 (stereo not drawn)	-1%[76.3 µM]
COc1cc(C2c3c(oc4ccccc4c3=O)C(=O)N2c2ccccn2)cc(OC)c1OC (stereo not drawn)	0%[76.3 µM]
Cc1ccnc(NS(=O)(=O)c2ccc(NC(=O)c3ccc(C)c(C)c3)cc2)n1	13%[76.3 µM]
COc1ccc(C)cc1S(=O)(=O)N1CCN(C(=O)c2ncoc2-c2ccc(C)cc2)CC1	0%
O=C(NCc1ccccc1)C1CCN(c2ncnc3c2nc2n3CCCCC2)CC1	-2%[76.3 µM]
CCOC(=O)c1cnc2c(C)cc(C)cc2c1Nc1ccc(N2CCOCC2)cc1	u
Cc1cccc(NC(=O)CSc2nc3ccccc3nc2N2CCOCC2)c1C	7%[76.3 µM]
Cc1ccc(C(=O)/C=C/NNC(=O)c2ccccc2O)cc1	-14%[15.3 µM]
Cc1ccc(-n2c(CCc3ccccc3)n[nH]c2=S)cc1C	-17%[76.3 µM]
COc1cc2cc(-c3ccc(O)cc3O)nc(C)c2cc1OC	u
COc1ccc(CCNC(=O)[C@H](CCSC)NC(=O)N2CCn3c2nc2ccccc23)cc1OC	-8%[76.3 µM]
Cc1cc(=O)n2nc(N3CCCC(C(=O)NCCCN4CC(C)CC(C)C4)C3)sc2n1 (stereo not drawn)	-3%[76.3 µM]
NC(Cc1ccccc1)C(=O)N1CCCCC1 (stereo not drawn)	10%
O=C(Nc1ccccn1)C1CCCN(c2ncnc3c2nc2n3CCCCC2)C1 (stereo not drawn)	-2%[76.3 µM]
O=[N+]([O-])c1ccc(N=Nc2c(O)[nH]c3ccc(F)cc23)cc1	6%
Cc1ccc(S(=O)(=O)CC(=O)c2ccccc2[N+](=O)[O-])cc1	-6%[76.3 µM]
Cc1ccc(S(=O)(=O)NC(=NC2CCCCC2)c2ccc(F)cc2)cc1	1%
Cc1cccc(NC(=O)CN2C(=O)c3cccnc3Oc3ccc(Cl)cc32)c1C	-12%[76.3 µM]
CCOc1ccc(N(CC(=O)NC(C)(C)C)C(=O)CCC(=O)Nc2nccs2)cc1	8%[76.3 µM]
O=C(Cn1cnc2c(nnn2Cc2ccccc2)c1=O)Nc1ccc2c(c1)OCCO2	-8%[76.3 µM]
O=C(NCCCn1ccnc1)c1ccc(C(F)(F)F)cc1	-10%
O=C(c1ccc(S(=O)(=O)N2CCCC2)cc1)N(c1ccccc1)C1C=CS(=O)(=O)C1 (stereo not drawn)	-10%[76.3 µM]
Cc1noc(C)c1C(=O)NCCc1ccc(S(N)(=O)=O)cc1	3%[76.3 µM]
CCN(C(=O)COc1ccc(C(=O)c2ccccc2)cc1)c1ccccc1	-23%
O=C(Cn1c(=O)n(-c2ccc(Cl)cc2)c(=O)c2c3c(sc21)CCCCC3)Nc1cccc(Cl)c1	4%[76.3 µM]
CCOC(=O)N1CCN(C(=O)/C=C/c2ccc(OC)cc2)CC1	11%[76.3 µM]
COc1ccc(C(O)(CC(C)C)C(CN2CCOCC2)c2ccccc2)cc1 (stereo not drawn)	-15%
Cc1ccc(-c2csc(NC(=O)c3ccccc3F)c2C(=O)O)cc1	5%
CN(c1ccc(C(=O)N2CCN(c3ccccc3F)CC2)cc1)S(=O)(=O)c1ccccc1	0%
O=C(CN1CCN(CC(=O)Nc2ccccc2Cc2ccccc2)CC1)Nc1ccccc1Cl	2%[76.3 µM]
Cc1cccn2c(=O)c3cc(C(=O)NCCc4ccccc4)c(=N)n(CC4CCCO4)c3nc12 (stereo not drawn)	0%[76.3 µM]
COc1ccc(CNC(=O)c2nn(C)c3c2CSc2ccccc2-3)cc1	-4%[76.3 µM]
O=C(CSc1ccccc1Cl)N1CCOCC1	-3%
Cc1ccc2onc(CNC(=O)N3CCN(c4cccc(C)c4C)CC3)c2c1	-9%[76.3 µM]
CN(C)CCNc1ccc(-c2n[nH]c(=O)c3ccccc23)cc1[N+](=O)[O-]	2%
COCCNC(=O)Cn1c(=O)n(CCCC(=O)NCc2ccc3c(c2)OCO3)c(=O)c2sccc21	-5%[76.3 µM]
Cc1cccc(C)c1NC(=O)CSc1nc(C2CC2)nc2ccccc12	-1%
N#Cc1ccc(/C=C2\CCn3c2nc2cc(C(=O)O)ccc2c3=O)cc1	7%
COc1cccc(NS(=O)(=O)c2cc3c(cc2C)N(C)CCO3)c1	11%[76.3 µM]
NC(=O)C1CCN(C(=O)c2ccccc2SCC(=O)NCC2CCCCC2)CC1	7%[76.3 µM]
COc1ccc(N2CCN(c3ccc(S(=O)(=O)N(C(C)C)C(C)C)cn3)CC2)cc1	6%
O=C(Nc1nnc(S(=O)(=O)N2CCOCC2)s1)c1ccccc1F	-12%[76.3 µM]
Cc1ccccc1NC(=O)c1sc2nc3n(c(=O)c2c1C)CCC3	16%[76.3 µM]
Cc1ccc(F)cc1NC(=O)CCc1c(C)nn(-c2ccc(N3CCCCC3)nn2)c1C	-7%[76.3 µM]

Screening results: PubChem, National Center for Advancing Translational Sciences (NCATS)
